TrxR1 substrate: qHTS Assay for Substrates of Mammalian Selenoprotein Thioredoxin Reductase 1 (TrxR1): qHTS. Thioredoxin reductase 1, cytoplasmic (Rattus norvegicus), O89049. purified TrxR1 substrate turnover, NADPH consumption readout. Potency, µM (titrated, usually from 114 µM), for inactives: at the highest dose activity change, negative = substrate turnover. 0.01% of 390,000 active. AID 588456, 2011; note: potency is the fitted concentration of half-maximal effect; % is set by controls: 0 for no effect and ±100 for the full control effect; nearly all actives have a fitted effect of over 50% in size
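Rat TrxR1, dispensed at 90 nM, was prereduced with 400 uM NADPH (final) for 5 min at ~22 deg C, then incubated with compound 15 min before 400 uM selenite. A first-read NADPH fluorescence drop versus no-compound background flagged substrates.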
PI4K2A inh: qHTS for small molecular inhibitors of PI4K2A; Phosphatidylinositol 4-kinase type 2-alpha (Homo sapiens), Q9BTU6; purified PI4K2A, ADP-Glo luminescence, 1 h; active compounds read low; activity change, negative = inhibition, % at 76.9 µM; 0.13% of 420,000 active; in the data active = activity change below about -50%; inconclusive = mostly about -30% to -49%;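 note: -100% = wells without enzyme as full effect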
Target sequence (Q9BTU6 whole entry, looked up): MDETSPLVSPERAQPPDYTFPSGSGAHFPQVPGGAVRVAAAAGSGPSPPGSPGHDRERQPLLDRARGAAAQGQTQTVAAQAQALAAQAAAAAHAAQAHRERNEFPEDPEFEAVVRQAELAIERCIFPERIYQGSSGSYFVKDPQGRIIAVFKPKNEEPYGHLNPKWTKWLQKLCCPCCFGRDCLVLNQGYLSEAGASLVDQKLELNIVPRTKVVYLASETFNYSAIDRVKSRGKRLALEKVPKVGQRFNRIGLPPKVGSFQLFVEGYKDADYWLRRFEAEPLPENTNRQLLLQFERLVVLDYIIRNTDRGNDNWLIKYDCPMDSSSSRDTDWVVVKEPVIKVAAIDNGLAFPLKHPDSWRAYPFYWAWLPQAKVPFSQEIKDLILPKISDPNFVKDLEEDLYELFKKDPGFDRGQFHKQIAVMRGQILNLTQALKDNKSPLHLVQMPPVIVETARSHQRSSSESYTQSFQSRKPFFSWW
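ADP-Glo luminescence measured ADP generated by PI4K2A enzyme (4 ug/mL before mixing) with 1.2 mM PI substrate (pre-mix) and 300 microM ATP (pre-mix). Tris pH7.5 buffer with MgCl2, Triton X-100; 1 h reaction at ambient temperature.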
mIDH1 inhibitor: qHTS for Inhibitors of mutant isocitrate dehydrogenase 1 (IDH1): qHTS | Potency, µM (highest dose often 76.6 µM), without a hit: at the highest dose activity change, negative = inhibition, usual class: inhibitors | IDH1-R132H enzyme, NADPH consumption, diaphorase/resazurin fluorescence | 0.093% of 390,000 active; note: potency is the fitted concentration of half-maximal effect; % is set by controls: 0 for no effect and ±100 for the full control effect; nearly all actives have a fitted effect of over 65% in size
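IDH1-R132H (0.5 ug/mL) preincubated 30 min with compound, then NADPH (0.016 mM) and alpha-KG (2 mM) added; 80 min at RT, pH 7.5. Remaining NADPH coupled via diaphorase/resazurin to fluorescence (540/590 nm); concentration-response curves normalized to no-enzyme control.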
RXFP1 agonist: qHTS Assay for Agonists of the Relaxin Receptor RXFP1. Relaxin receptor 1 (Homo sapiens), Q9HBX9. HEK293T-RXFP1 cAMP TR-FRET, 30 min; response scale: percent of porcine relaxin response, buffer zero. Potency, µM (series often up to 57.5 µM), for the others: at the highest dose activation, most hits filed as activators. 0.3% of 370,000 active; note: potency is the fitted concentration of half-maximal effect; % is set by controls: 0 for no effect and ±100 for the full control effect; nearly all actives have a fitted effect of over 60% in size; many of its hits are not listed in these tables
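HEK293T cells stably expressing RXFP1 were pretreated with the PDE4 inhibitor Ro 20174, exposed to compounds for 30 min at 37C, lysed, and cAMP was read by TR-FRET. Data normalized to buffer (basal) and 29 nM porcine relaxin (100%).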
LDHA block: qHTS assay for inhibitors of human lactate dehydrogenase. activity change, % (values are at about 110 or 230 µM). purified LDHA, NADH/diaphorase-resazurin fluorescence; active compounds read low. L-lactate dehydrogenase A chain (Homo sapiens), P00338. 0.15% of 480,000 active; in the data active = activity change below about -30%; inconclusive = mostly about -25% to -30%;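 note: plate controls were DMSO wells for no effect and wells without enzyme for full effect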
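Enzyme activity of human lactate dehydrogenase 5 (2 nM; 0.06 mM NADH, 0.2 mM pyruvate, 5 min, RT) is measured via a resazurin/diaphorase fluorescence readout of residual NADH.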
Vif-A3F inh: qHTS for Inhibitors of Vif-A3F Interactions: qHTS | HeLa A3F-eYFP + Vif (tagged APOBEC3F with the HIV-1 protein that degrades it), YFP fluorescence increase | Potency, µM (series often up to 46.1 µM), inactives show at the top dose activity, negative = active | 0.2% of 390,000 active; note: potency is the fitted concentration of half-maximal effect; % of control where 0% means no effect; nearly all actives have a fitted effect of over 65% in size
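HeLa cells stably expressing Vif plus C-terminally eYFP-tagged A3F were seeded, incubated overnight at 37 deg C, dosed with compound, incubated overnight again at 37 deg C. Yellow fluorescence (Ex 488/Em 500-530) reported blocked Vif-mediated A3F-eYFP degradation.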
Glioma ERSR ind: qHTS for Inducers of the Endoplasmic Reticulum Stress Response (ERSR) in Human Glioma: qHTS; 0.02% of 420,000 active; U87-MG GRP78 promoter luciferase reporter, 16 h; Potency, µM, without a hit: top-dose activation, most hits filed as activators; AID 602332, 2012; note: potency is the fitted concentration of half-maximal effect; series mostly up to about 76 µM; % of control where 0% means no effect; nearly all actives have a fitted effect of over 35% in size
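Stably transfected U87-MG glioma cells carrying a GRP78-based luciferase sensor; 16 h compound incubation. Luminescence end-point read 10 min after Bright-Glo addition at room temperature.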
Vif-A3G inh: qHTS for Inhibitors of Vif-A3G Interactions: qHTS; HeLa A3G-eYFP + Vif (tagged APOBEC3G with the HIV-1 protein that degrades it), YFP fluorescence, overnight; Potency, µM (highest dose often 46.1 µM), for the others: at the top dose activity, negative = active, most hits filed as inhibitors; 0.076% of 410,000 active; AID 602310, 2012;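 note: potency is the fitted concentration of half-maximal effect; % is set by controls: 0 for no effect and ±100 for the full control effect; nearly all actives have a fitted effect of over 60% in size; hits raise eYFP signal because A3G escapes Vif-driven loss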
Target sequence (Q9HC16 whole entry, looked up): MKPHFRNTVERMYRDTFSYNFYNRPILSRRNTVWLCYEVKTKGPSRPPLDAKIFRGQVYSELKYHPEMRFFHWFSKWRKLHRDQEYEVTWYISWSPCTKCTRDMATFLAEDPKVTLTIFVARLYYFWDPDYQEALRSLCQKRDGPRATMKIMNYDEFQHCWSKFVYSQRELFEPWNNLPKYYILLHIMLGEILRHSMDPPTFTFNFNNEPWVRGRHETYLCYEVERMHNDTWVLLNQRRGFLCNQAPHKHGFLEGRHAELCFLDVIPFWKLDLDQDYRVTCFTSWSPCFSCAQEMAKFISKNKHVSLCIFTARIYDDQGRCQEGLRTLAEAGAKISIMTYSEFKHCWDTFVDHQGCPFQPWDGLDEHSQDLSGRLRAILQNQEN
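HeLa cells stably expressing Vif and C-terminally eYFP-tagged A3G, seeded overnight at 37 deg C, then exposed to compound by pintool overnight at 37 deg C. Rise in yellow fluorescence (Ex 488/Em 500-530, Acumen) marks blocked Vif-driven A3G degradation.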
USP1 inh: Inhibitors of USP1/UAF1: Primary Screen; Ubiquitin carboxyl-terminal hydrolase 1 (Homo sapiens), O94782; recombinant USP1/UAF1, Ub-Rhodamine cleavage fluorescence; Potency, µM (titrated, usually from 57.1 µM), inactives show top-dose activity change, negative = inhibition, most hits filed as inhibitors; 0.23% of 390,000 active; AID 743255, 2014; note: potency is the fitted concentration of half-maximal effect; % is set by controls: 0 for no effect and ±100 for the full control effect; nearly all actives have a fitted effect of over 60% in size; inactives centre near -12
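USP1/UAF1 complex (1 nM) preincubated 15 min at room temperature with compound, then Ub-Rho substrate (150 nM final) added. Kinetic fluorescence at 480/540 nm over 6 reads at 60 s intervals; 50 mM HEPES pH 7.8, 0.5 mM EDTA, 0.1 mg/ml BSA, 1 mM TCEP, 0.01% Tween-20.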
The depositor's hits bear a star; ? = inconclusive; . = not tested or not shown; [ ] = remark or other dose. Unless noted, calls come from the whole dose curve; as a rule, active = well fitted curve in the direction sought with a large enough effect; inconclusive = small, poorly fitted or top-dose-only effect, or another doubt; inactive = no such curve, though single readings can be large; an effect the other way counts as inactive or inconclusive. This is a subset; count on the stated rates, not on these rows.

Each structure is followed by: LDHA block	PI4K2A inh	mIDH1 inhibitor	Glioma ERSR ind	TrxR1 substrate	USP1 inh	RXFP1 agonist	Vif-A3F inh	Vif-A3G inh
COc1ccccc1CN(Cc1ccco1)c1cnc(S(C)(=O)=O)nc1C(=O)Nc1cc(C)ccc1C
 : -15	1	?	-1%	0%	-14%	0.8%	2%	2%
CCCCOc1ccc(C2C(C(=O)Nc3ccccc3OC)=C(C)Nc3nnnn32)cc1OC (configuration not stated)
 : -17	-2	-13%	-4%	8%	-17%	3.5%	-2%	4%
Cc1ccc2c(=O)cc(C(=O)Nc3nc4ccc(Cl)cc4s3)oc2c1
 : -2	-1	-2%	-4%	2%	12%	0.2%	3%	-1%
Cc1cc(C)n(Cc2ccc(C(=O)O)cc2)n1
 : -23	-1	8%	-3%	14%	-6%	-0.3%	-9%	-1%
COc1ccc(CCNS(=O)(=O)c2cccc(S(=O)(=O)N3CCCC3)c2)cc1OC
 : 0	-6	-1%	-1%	-3%	-23%	-1.0%	4%	0%
CN[C@H](C(=O)NC[C@H]1O[C@@H](n2cnc3c(N)ncnc32)[C@H](O)[C@@H]1O)[C@@H](C)OCc1ccccc1
 : -15	-3	-9%	0%	3%	-12%	.	4%	2%
COC(=O)COc1ccc(C2Nc3c(Cl)ccc(C(=O)O)c3C3C=CCC32)cc1 (configuration not stated)
 : 21	-10	-2%	16%	11%	?	4.6%	15%	0%
CCCN(C(=O)c1sc2nc3n(c(=O)c2c1C)CCCC3)c1ccccc1C
 : -1	1	8%	2%	-8%	-16%	1.6%	-7%	4%
COCCNC(=S)Nc1ccccc1Cc1ccccc1
 : 1	4	5%	-5%	-1%	-10%	-0.5%	2%	2%
CC(C)(C)NC(=O)C(c1ccncc1)N(C(=O)c1csnn1)c1cccc2ccccc12 (configuration not stated)
 : 4	-3	9%	-3%	10%[57.1 µM]	-6%	0.5%	-9%	0%
Cc1ccc(CNC(=O)C2CCN(c3ncnc4c3nc3n4CCCCC3)CC2)cc1
 : 1	2	21%	-3%	1%	-7%	-0.1%	0%	7%
O=C(/C=C/c1ccccc1)Nc1ccc(C(=O)N2CCCCC2)cc1
 : -1	3	0%	1%	-3%	-12%	0.2%	15%	-6%
CCn1c(SCc2c(Cl)cccc2Cl)nc2nc3c(cc2c1=O)CCCC3
 : -6	3	-7%	-3%	6%	-20%	.	-5%	-20%
COC(=O)c1cc2sc(Cl)cc2n1CC(=O)N1CCCc2ccccc21
 : -6	-1	-2%	-3%	3%	-14%	-2.9%	-5%	-6%
COc1cccc(CNC(=O)CN2C(=O)CCSc3ccc(S(=O)(=O)N4CCCC4)cc32)c1
 : -1	2	3%	-1%	2%	-7%	-0.1%	8%	0%
N#CC1=C(N2CCOCC2)/C(=C\c2ccccc2)CC1
 : -2	-5	9%	-1%	-3%	-14%	0.5%	-1%	4%
Cc1oc2ccc(OCc3ccc(Br)cc3)cc2c1C(=O)O
 : -9	3	18%	-3%	5%	-32%	-1.8%	4%	-7%
CCOC(=O)NC1Cc2ccccc2C1Sc1ccccn1 (configuration not stated)
 : -6	-2	9%	-7%	-2%	-19%	4.3%	3%	-3%
Cc1ccc(NC(=O)NNC(=O)c2snnc2C)cc1
 : 1	-3	1%	2%	-3%	-12%	-1.6%	7%	-2%
CC(C)Cc1cc(C(=O)NCc2cccs2)no1
 : -2	-1	5%	-2%	1%[57.1 µM]	-6%	-0.4%	-5%	0%
COc1ccc(CN2CCNC(=O)C2CC(=O)NCCc2nc(C)c(C)s2)c(OC)c1 (configuration not stated)
 : 5	-7	9%	-4%	14%	-13%	2.8%	0%	2%
CC(=O)c1ccc(NC(=O)CSc2cn(CC(=O)N(C(C)C)C(C)C)c3ccccc23)cc1
 : -9	-2	?	0%	-4%	-21%	0.2%	1%	3%
Cc1ccc(NC(=S)NNc2ncc(C(F)(F)F)cc2Cl)c(C)c1
 : -4	1	-3%	-13%	-15%	-18%	3.3%	9%	-3%
COc1ccc2c(c1)OC1=C(C(=O)CCC1)C2C1=C(O)CCCC1=O (configuration not stated)
 : 2	-5	0%	-2%	-7%	-12%	-2.6%	-3%	-1%
O=c1[nH]c(=S)[nH]c2c1C(c1cc([N+](=O)[O-])c(N3CCOCC3)cc1N1CCOCC1)O2 (configuration not stated)
 : -1	5	0%	-1%	-10%[57.1 µM]	-11%	-0.5%	0%	-1%
O=C(c1cccn(Cc2ccc(Cl)c(Cl)c2)c1=O)N1CCOCC1
 : -5	1	-2%	-3%	-11%	-1%	5.2%	-4%	-6%
CCCC[C@@H]1CNCCN1CC1(c2ccccc2)CC1
 : -10	-6	2%	1%	2%	-9%	0.2%	-2%	-4%
Cc1coc2cc3oc(=O)c(CCC(=O)NCCCN4CCOCC4)c(C)c3cc12
 : -3	3	-5%	-2%	8%	-13%	0.7%	-1%	3%
O=C(COc1ccc2c(c1)OCO2)Nc1nncs1
 : -2	-4	12%	-3%	7%	-5%	5.3%	3%	0%
Cn1c(CCNC(=O)c2cccs2)nnc1SCC(=O)Nc1nc(-c2ccccc2)cs1
 : -2	3	1%	3%	-9%	-5%	7.8%	8%	1%
CCn1c(SCc2nc3cc(OC)c(OC)cc3c(=O)[nH]2)nnc1-c1ccncc1
 : -2	5	1%	-3%	8%	-16%	2.2%	3%	1%
O=C(NCCc1nnc2ccc(NCc3ccccc3Cl)nn12)c1ccccc1
 : -10	-4	-5%	-5%	3%	0%	1.3%	-9%	-7%
O=C(C1CCCO1)N1CCN(c2ccccn2)CC1 (configuration not stated)
 : -4	1	-11%	-5%	2%	-16%	-1.8%	1%	-6%
CCOc1ccc(C2CC(=O)NC(NC(=O)c3cccc(Cl)c3)=N2)cc1 (configuration not stated)
 : -5	-1	-12%	1%	-1%	-25%	-0.7%	1%	-8%
CC1CCN(S(=O)(=O)c2ccc(NC(=O)c3cccs3)cc2)CC1
 : -5	11	3%	-3%	-12%	-19%	2.0%	?	0%
COc1cc(C2C3=C(CCCC3=O)OC3=C2C(=O)CCC3)ccc1OCC(=O)Nc1ccccc1
 : 4	-1	6%	13%	-11%	-3%	1.6%	1%	2%
CCN(C(=O)CSc1nnc(Cn2nnc3ccccc32)o1)c1nc(-c2ccccc2)cs1
 : 1	-4	2%	-6%	-5%	-16%	1.7%	2%	1%
O=C(C[n+]1ccccc1)N/N=C/c1ccccc1F
 : -2	4	3%	-3%	-5%	-16%	0.6%	-12%	0%
COc1ccccc1-c1nnc(SCC(=O)N2CCC(C)CC2)o1
 : -3	4	9%	-1%	2%	-13%	0.8%	-10%	-4%
O=C(CN(Cc1ccccc1F)C(=O)Cn1nnc(-c2cccs2)n1)NC1CCCCC1
 : -6	1	2%	-3%	9%[57.1 µM]	-13%	-0.8%	0%	-6%
O=C(c1ccccc1)n1ccc(-c2cnc(-c3ccccc3)s2)n1
 : -9	-17	0%	-1%	172%[activator]	-6%	6.4%	2%	-7%
COc1ccccc1C1CCN(Cc2ccccc2)CC1
 : -4	-3	-1%	-4%	0%	-12%	-3.3%	-3%	-1%
Cc1ccc(NC(=O)CSc2ccc(-c3ccccn3)nn2)cc1
 : -4	-1	-3%	-7%	6%[57.1 µM]	-8%	-0.8%	4%	-5%
CCC(=O)c1cccc(-c2ccccc2)c1CC
 : -1	-1	-3%	-5%	-5%	-10%	.	0%	-11%
CCCCc1nn2c(=O)cc(COC(=O)c3ccc4c(c3)OCO4)nc2s1
 : -3	4	15%	-1%	1%[57.1 µM]	-10%	-1.8%	12%	0%
COCCN(CCOC)C(=O)c1cc2c(=O)n3ccccc3nc2n1C
 : -13	-1	-14%	0%	2%	-10%	0.0%	-1%	3%
COc1ccc([N+](=O)[O-])cc1NC(=S)NC(NC(=O)C(c1ccccc1)c1ccccc1)C(Cl)(Cl)Cl (configuration not stated)
 : -9	2	7%	-5%	-8%	-13%	-0.7%	4%	8%
COc1ccc(C(=O)n2nc(-c3ccccc3)nc2SC)cc1
 : -7	7	2%	-5%	10%[57.1 µM]	1%	4.7%	-10%	-1%
CC(=O)c1cnc2nc(SCc3ccc(Cl)cc3)nn2c1C
 : 1	2	3%	-1%	-6%[57.1 µM]	-12%	1.6%	-2%	-2%
COc1ccccc1NC(=O)Cn1c(CN2CCCCC2)nc2ccccc2c1=O
 : -3	1	9%	-3%	4%	-16%	0.1%	2%	2%
Cc1noc(C)c1COc1ccc(C(=O)NCC2CCCO2)cc1 (configuration not stated)
 : -2	-1	1%	0%	14%	-6%	0.6%	.	0%
O=C(CCCN1C(=O)c2ccccc2C1=O)Nc1nnc(C2CC2)s1
 : 0	0	9%	-3%	-1%[57.1 µM]	-17%	14%	8%	4%
